VEEV TC-83 Vero: inhibitors of VEEV TC-83 cytopathic effect, confirmation, Vero cells (AID 588727). Vero cells, VEEV TC-83 cytopathic effect inhibition; higher % means a stronger effect. one-dose inhibition, % at 20 µM; IC50 in µM for titrated hits. actives 0.13% (n = 350,000); in the data active = a potency from the dose series; inconclusive = inhibition mostly from about 14% at the one dose, without a potency; inactive = the rest, 99 in 100 with inhibition below about 12%; note: strong numbers were not always called active
H1N1 NS1A inhibition: H1N1 influenza NS1A inhibitors, functional cell based assay (AID 504329); inhibition, % at 12.5 µM, or IC50 in µM where a hit was titrated; NS1A functional cell-based assay, percent inhibition; higher % means a stronger effect; actives 0.3% (n = 340,000); in the data active = a potency from the dose series; inconclusive = inhibition above about 27% without an active follow-up result; note: strong numbers were not always called active
H37Rv inhibition: M. tuberculosis growth inhibition, HTS (AID 449762) | M. tuberculosis H37Rv growth inhibition, 7H9 media; higher % means a stronger effect | one-dose inhibition, % at 25 µM; IC50 in µM for titrated hits | actives 0.59% (n = 330,000); in the data active = a potency from the dose series; inconclusive = inhibition above about 70% without an active follow-up result;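 note: bacterial growth assessed after seven days of incubation; strong numbers were not always called active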
PhoP GFP inhibition: PhoP regulon inhibitors, Salmonella typhi PhoP promoter GFP reporter, confirmatory (AID 1850); Salmonella Typhi PhoP-promoter GFP reporter, fluorescence, 4 h; higher % means a stronger effect; inhibition, % at 50 µM, or IC50 in µM where a hit was titrated; actives 0.33% (n = 310,000); in the data active = a potency from the dose series; inconclusive = inhibition mostly from about 25% at the one dose, without a potency; inactive = the rest, 99 in 100 with inhibition below about 19%;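 note: 0% = induced wells with vehicle and 100% = uninduced wells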
M. tuberculosis: growth inhibition of non-replicating M. tuberculosis (AID 488890) | actives 0.39% (n = 320,000) | one-dose inhibition, % at 25 µM; IC50 in µM for titrated hits | Mycobacterium tuberculosis non-replicating, growth inhibition; higher % means a stronger effect; in the data active = a potency from the dose series; inconclusive = inhibition mostly from about 82% at the one dose, without a potency; inactive = the rest, 99 in 100 with inhibition below about 76%;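 note: plate controls were DMSO cells for no effect and high antibiotic wells for full effect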
VEEV TC-83 Vero 10K pilot screen: recorded beside VEEV TC-83 Vero, whose call it bears; inhibition, %; measured here: 10K pilot screen inhibition
Numbers without * were called inactive; i = inactive; ? = inconclusive; nt = not tested or not shown.

SMILES	VEEV TC-83 Vero	H1N1 NS1A inhibition	H37Rv inhibition	PhoP GFP inhibition	M. tuberculosis	others
O=C(COC(=O)/C=C/c1cccc(F)c1)NC(=O)NCc1ccccc1	0.3%	3.6%	1.3%	nt	9.7%
COC(=O)c1[nH]c2cc(OC)c(OC)cc2c1NC(=O)c1cccc(OC)c1	7.4%	2.2%	2.9%	6.7%	33.9%
CCOC(=O)C1CCCN(c2c(NCCc3cccc(C)c3)c(=O)c2=O)C1 (centres undefined)	3.9%	-10.7%	4.2%	10.1%	11.9%
CS(=O)(=O)c1ccc(Cl)c(NC(=O)CSc2n[nH]c(N)n2)c1	0.1%	-6.6%	-10.4%	9.9%	-8.6%
CC(=O)NCc1ccc(C(=O)CSc2nnc(-c3ccncc3)n2Cc2ccccc2)o1	i	2.2%	-5.2%	23.8%	9.9%
N#Cc1cc(C(=O)c2cc(Cl)ccc2O)cn(-c2ccccc2)c1=O	0.9%	-1.8%	-14.4%	-13.6%	31.5%
Cc1occc1-c1nnc(SCC(=O)NC2CCCCC2C)o1 (centres undefined)	i	-2.5%	nt	nt	nt
O=C(N/N=C/c1cc(Br)c(Br)s1)c1ccncc1	0.9%	-3.8%	?	1.9%	3.18µM*
CCOC(=O)c1c(C)c(C(=O)N2CCc3ccccc3C2)c(C)n1CC	0.7%	7.8%	-0.6%	1.9%	12.1%
CC1CC(C)CN(c2oc(-c3ccccc3Cl)nc2C#N)C1 (centres undefined)	0.6%	0.3%	-12.3%	-15.4%	-12.6%
CC(C)(C)OC(=O)NC(CCCCNC=O)C(=O)O (centres undefined)	i	-8.3%	-2.7%	4.2%	8.6%
COc1ccc2[nH]cc(CCN=C(N)N)c2c1	0.5%	-14.5%	0.5%	-3.2%	15.9%
COc1ccc(C2=NOC(Cn3nc(C(=O)NCc4ccc(C)cc4)cc3-c3ccccc3)C2)cc1 (centres undefined)	1.3%	-4.9%	-5.2%	1.7%	10.3%
CCc1ccc(-c2csc(NC(=O)COC(=O)CCc3nc4ccccc4s3)n2)cc1	nt	nt	2.9%	8.6%	46.9%
CSc1ncccc1C(=O)NC1CCCCCC1	0.6%	-5.6%	6.3%	4.1%	0.6%
O=c1[nH]c(-c2ccccc2)nc2sc(-c3ccccc3)cc12	5.4%	-2.1%	3.1%	-12.7%	4.2%
CCOC(=O)CN(C)Cc1cn(C)nc1-c1ccc(Oc2ccccc2)cc1	0.2%	1.8%	-2.2%	-2.3%	68.3%
c1coc(C2=Nc3cccc4cccc(c34)N2)c1	9.1%	7.1%	8.9%	-3.5%	5.1%
c1ccc(CSc2nnc3c4ccccc4c4ccccc4c3n2)cc1	nt	nt	-1.0%	-6.1%	-5.2%
COc1nc(N(C)C)nc(N(C#N)CCOC(C)=O)n1	0.1%	-11.8%	-9.6%	4.1%	-4.2%
CN1CCN(CCc2cn3ncc(C#N)c3nc2-c2ccc(F)cc2)CC1	i	-9.3%	-4.6%	4.1%	6.1%
CC(=O)c1ccc(S(=O)(=O)Nc2cccc(-c3ccc(N4CCOCC4)nn3)c2)cc1	i	-6.0%	4.6%	-0.9%	10.0%
CCOc1c2ccc(C(=O)NCCCCc3ccccc3)cc2nn1CC	0.6%	7.8%	7.8%	-1.2%	11.9%
COc1cc(SC)ccc1C(=O)OCC(=O)NCCC1=CCCCC1	i	-1.6%	9.0%	-3.0%	7.3%
CCN(CC)C(=O)[C@H]1C[C@H](CC(=O)NCCCn2ccnc2)C(=O)N2CCc3c([nH]c4ccc(Cl)cc34)[C@]12C	i	-22.2%	nt	nt	nt
CCn1c(SCC(=O)N2CCCCC2C)nnc1-c1ccc(S(=O)(=O)N2CCN(C)CC2)cc1 (centres undefined)	i	1.4%	-0.8%	-2.4%	-2.5%
O=C(CCN1C(=O)S/C(=C\c2ccccc2)C1=O)NCCCn1ccnc1	5.7%	-2.7%	4.9%	9.7%	7.9%
Cc1nc(NC(=O)/C=C/c2ccccc2)sc1C(=O)NCCO	3.9%	-3.4%	-1.0%	-4.6%	5.5%
CCNc1ccc(C(=O)OC(C(=O)NC(N)=O)C(C)C)cc1[N+](=O)[O-] (centres undefined)	1.1%	6.0%	6.7%	4.9%	37.2%
O=[N+]([O-])c1cccc(C=NN=Cc2ccccc2O)c1	0.2%	10.4%	nt	nt	nt
CC(=O)NC(CCS(C)(=O)=O)C(=O)Nc1cccc(C)c1 (centres undefined)	1.5%	27.9%	0.9%	-5.3%	-15.9%
COc1ccc(-n2c(SCC(=O)NCC3CCCO3)nc3c([nH]c4ccccc43)c2=O)cc1 (centres undefined)	2.3%	-11.4%	13.9%	-7.9%	0.5%
CC12CN3CC(C)(CN(C1)C3c1ccc(F)cc1)C2 (centres undefined)	i	-0.3%	7.2%	-1.0%	-2.7%
COc1ccc(-c2nc(N)n(C(C)=O)n2)cc1	0.6%	-3.7%	-0.8%	-17.4%	-0.3%
Cc1ccc(N2C(=O)[C@@H]3Cc4ccccc4CN3C2=O)cc1	1.6%	2.3%	1.4%	15.9%	4.3%
COc1ccc(-c2ccc(=O)n(Cc3ccc([N+](=O)[O-])cc3)n2)cc1	i	-8.5%	-2.1%	4.1%	30.0%
COc1ccc(NC(=O)N[C@@H](Cc2ccccc2)C(=O)NN)cc1	3.2%	-26.0%	3.9%	2.2%	7.4%
CCOC(=O)C(CC)n1nc(C)n2c(cc3sccc32)c1=O (centres undefined)	0.6%	-7.9%	-1.8%	-7.0%	-2.3%
CCOC(=O)C1CCCN(Cc2c(F)cccc2Cl)C1 (centres undefined)	i	-2.3%	5.1%	-5.5%	7.3%
CC(=O)c1ccc(OCc2ccc(C(=O)c3ccccc3)cc2)cc1	i	5.0%	4.8%	-11.8%	60.1%

Quoted at random: six entries already listed
SMILES	VEEV TC-83 Vero	H1N1 NS1A inhibition	H37Rv inhibition	PhoP GFP inhibition	M. tuberculosis	others
CCc1ccc(-c2csc(NC(=O)COC(=O)CCc3nc4ccccc4s3)n2)cc1	nt	nt	2.9%	8.6%	46.9%
COc1nc(N(C)C)nc(N(C#N)CCOC(C)=O)n1	0.1%	-11.8%	-9.6%	4.1%	-4.2%
COc1ccc2[nH]cc(CCN=C(N)N)c2c1	0.5%	-14.5%	0.5%	-3.2%	15.9%
CC12CN3CC(C)(CN(C1)C3c1ccc(F)cc1)C2 (centres undefined)	i	-0.3%	7.2%	-1.0%	-2.7%
Cc1ccc(N2C(=O)[C@@H]3Cc4ccccc4CN3C2=O)cc1	1.6%	2.3%	1.4%	15.9%	4.3%
CS(=O)(=O)c1ccc(Cl)c(NC(=O)CSc2n[nH]c(N)n2)c1	0.1%	-6.6%	-10.4%	9.9%	-8.6%

The listing picks up, repeating the 2 entries before the break.
SMILES	VEEV TC-83 Vero	H1N1 NS1A inhibition	H37Rv inhibition	PhoP GFP inhibition	M. tuberculosis	others
CCOC(=O)C1CCCN(Cc2c(F)cccc2Cl)C1 (centres undefined)	i	-2.3%	5.1%	-5.5%	7.3%
CC(=O)c1ccc(OCc2ccc(C(=O)c3ccccc3)cc2)cc1	i	5.0%	4.8%	-11.8%	60.1%
Cc1ccc(-c2nnc(-c3ccccc3)c(N3CCOCC3)n2)cc1	3.8%	8.1%	-4.7%	5.2%	38.6%
CN(C)S(=O)(=O)N1CCN(CC(=O)Nc2ccc(F)cc2)CC1	1.1%	1.6%	-0.2%	-6.4%	2.0%
COc1ccc(CO/N=C/c2c(C)[nH]c(=O)[nH]c2=O)cc1	2.5%	1.7%	7.1%	-0.8%	-10.6%
Cc1ccc(S(=O)(=O)NCCC(=O)N2CCCCCCC2)cc1	2.4%	-9.7%	0.3%	7.4%	4.6%
O=C(Nc1ccc(N2CCCCCC2)cc1)c1ccc[nH]1	3.1%	17.8%	6.7%	nt	54.5%
COc1ccc(-n2c(CN3CCC(C)CC3)nc3ccc([N+](=O)[O-])cc3c2=O)c(OC)c1	7.8%	2.1%	-1.8%	-2.0%	16.8%
COC(=O)c1ccc2c(=O)n(CCN3CCOCC3)c(SCC(=O)Nc3ccccc3Cl)nc2c1	0.6%	4.6%	0.5%	-2.9%	43.8%
Cc1ccc(NC(=O)CCc2c(C)nn(-c3ccc(N4CCOCC4)nn3)c2C)cc1	3.2%	10.8%	-4.2%	-4.1%	1.9%
O=C(NC1CCCC1)c1c(O)nc2sccn2c1=O	0.6%	-5.7%	-6.0%	17.5%	45.3%
NC(=O)c1ccc(-c2ccccc2F)cc1	0.2%	-3.3%	4.3%	-2.4%	-1.8%
COC(=O)C1=C(c2ccccc2)C[C@@H]2CC[C@H]1N2C(=O)NCc1cccc2ccccc12	0.1%	-5.7%	-3.0%	1.6%	9.7%
CCOC(=O)C1CCCN(C(=O)c2cc(S(=O)(=O)N(C)C)ccc2N2CCCC2)C1 (centres undefined)	0.1%	1.1%	-1.3%	-4.3%	15.9%
O=C(CC1C[C@H](C(=O)N2CCOCC2)[C@@]2(CCC3CCCC3)c3[nH]c4ccccc4c3CCN2C1=O)NCCCn1ccnc1 (some centres undefined)	i	0.3%	6.0%	nt	77.3%
COc1cc(NS(=O)(=O)c2ccc(NC(=O)COc3cccc(C)c3)cc2)nc(OC)n1	i	0.7%	-4.5%	-1.7%	-8.4%
COc1ccccc1Nc1cc(N2CCOCC2)c2nonc2c1[N+](=O)[O-]	i	-15.2%	1.6%	-6.6%	-22.5%
CCOC(=O)c1c2n(c3c(NCc4ccccc4)ncnc13)CCCC2	10.1%	-19.3%	-1.8%	8.9%	-4.3%
COc1cc(/C=C/C(=O)OCC(=O)Nc2ccc(C)c(S(=O)(=O)N3CCCCC3)c2)ccc1O	0.4%	0.0%	0.0%	-1.8%	26.1%
CC(=O)Nc1ccc(S(=O)(=O)Nc2nc3ccc([N+](=O)[O-])cc3s2)cc1	0.8%	7.9%	-8.0%	1.5%	-10.6%	VEEV TC-83 Vero 10K pilot screen=0.5
COc1ccc2[nH]c(O)c(N=O)c2c1	1.4%	2.5%	-8.7%	-3.0%	36.4%
O=C1CCCC(O)=C1N=Nc1ccc(S(=O)(=O)N2CCOCC2)cc1	0.6%	7.8%	-9.2%	0.8%	2.1%
CCOC(=O)c1c(C)[nH]c(C)c1C(=O)COC(=O)c1ccc(Cl)c(S(=O)(=O)NCc2ccccc2)c1	9.0%	-1.8%	-14.2%	-1.9%	49.7%
COc1ccc(Cl)cc1S(=O)(=O)N1CCN(C(=O)COc2ccccc2)CC1	0.2%	2.2%	-0.3%	-4.4%	11.7%
O=C(O)Cc1ccccc1C(=O)O	0.0%	-22.0%	-6.0%	-1.7%	1.0%
CC1CCN(CCn2c(=S)[nH]c3ccccc3c2=O)CC1	i	-5.0%	8.0%	-5.3%	-10.8%
CCC(Sc1ncccc1C(=O)O)C(=O)N1CCOCC1 (centres undefined)	3.0%	2.6%	-10.3%	-15.1%	-5.2%
COc1ccc(NC(=O)CSc2n[nH]c(CNc3cccc(C)c3)n2)cc1	0.6%	-10.6%	?	1.4%	71.1%
COc1nnc(-c2ccc(C(=O)N3C[C@@H]4C[C@H](C3)c3cccc(=O)n3C4)cc2)c2ccccc12	5.1%	10.9%	nt	nt	nt
CS(=O)(=O)N(CC(=O)NC1CC1)C1CCCCC1	1.9%	-10.9%	-9.0%	2.5%	0.1%

Seven compounds already listed, sorted by molecular weight, smallest number first.
SMILES	VEEV TC-83 Vero	H1N1 NS1A inhibition	H37Rv inhibition	PhoP GFP inhibition	M. tuberculosis	others
O=C(O)Cc1ccccc1C(=O)O	0.0%	-22.0%	-6.0%	-1.7%	1.0%
COc1ccc2[nH]c(O)c(N=O)c2c1	1.4%	2.5%	-8.7%	-3.0%	36.4%
CC1CCN(CCn2c(=S)[nH]c3ccccc3c2=O)CC1	i	-5.0%	8.0%	-5.3%	-10.8%
CCC(Sc1ncccc1C(=O)O)C(=O)N1CCOCC1 (centres undefined)	3.0%	2.6%	-10.3%	-15.1%	-5.2%
O=C1CCCC(O)=C1N=Nc1ccc(S(=O)(=O)N2CCOCC2)cc1	0.6%	7.8%	-9.2%	0.8%	2.1%
COc1ccc(NC(=O)CSc2n[nH]c(CNc3cccc(C)c3)n2)cc1	0.6%	-10.6%	?	1.4%	71.1%
CCOC(=O)c1c(C)[nH]c(C)c1C(=O)COC(=O)c1ccc(Cl)c(S(=O)(=O)NCc2ccccc2)c1	9.0%	-1.8%	-14.2%	-1.9%	49.7%

Screening results: PubChem, Southern Research Specialized Biocontainment Screening Center
